# High-throughput results from PubChem BioAssay.
# HTR5A inv ctr = counter-screen for OPRM1-OPRD1 inverse agonists: human HTR5A inverse agonism; HTR5A cell line, luminescence; inhibition, % at 9.3 µM; hit rate 0.083% among 340,000; in the data active = inhibition mostly above about 23%, no sharp cut-off; inactive = mostly below about 18%;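 note: 0% = cells with DMSO and 100% = no-cell wells with DMSO; some compounds called inactive have numbers as strong as hits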
# Target sequence (P47898 whole entry, looked up): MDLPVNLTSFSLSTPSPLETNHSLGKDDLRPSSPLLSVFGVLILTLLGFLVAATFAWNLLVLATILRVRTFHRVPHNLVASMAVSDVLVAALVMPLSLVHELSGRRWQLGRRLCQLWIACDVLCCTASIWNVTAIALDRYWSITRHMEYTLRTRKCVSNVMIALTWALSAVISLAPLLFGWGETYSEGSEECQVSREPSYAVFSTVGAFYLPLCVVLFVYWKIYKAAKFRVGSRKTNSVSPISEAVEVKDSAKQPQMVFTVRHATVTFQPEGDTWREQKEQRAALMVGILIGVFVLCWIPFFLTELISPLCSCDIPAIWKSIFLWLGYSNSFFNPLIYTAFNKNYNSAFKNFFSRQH
# Tat transport = E. coli Tat transport inhibition | inhibition, % at 10 µM | hit rate 0.036% among 340,000 | AID 488895 | E. coli MC4100 TorA-mCherry Tat export, fluorescence;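 active = mean replicate inhibition at least 50% and at least half of replicates individually reaching 50%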;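 note: exported cargo escapes ClpAP degradation while cytoplasmic cargo is degraded and loses fluorescence; 0% = median of neutral control wells and 100% = median of NaSCN control wells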
# MOR-DOR inv ag = inverse agonists of human mu-delta opioid receptor heterodimerization; cell-based MOR-DOR heterodimer luminescence, inverse agonism; inhibition, % at 9.3 µM; hit rate 0.21% among 340,000; AID 504357; in the data active = inhibition above about 22%, passing the limit was not always enough;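 note: 0% = cells with DMSO and 100% = wells without cells with DMSO; values of inactives mirror those of a sister screen read the other way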
# MOR-DOR ag = OPRM1-OPRD1 heterodimerization agonism. AID 504326. activation, % at 9.3 µM. hit rate 0.3% among 340,000. cells, luminescence; in the data active = activation above about 18%;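 note: 0% = vehicle-treated cells and 100% = reference agonist; values of inactives mirror those of a sister screen read the other way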
# PKA-R2B act = activates the human PKA-R2B holoenzyme complex; hit rate 0.079% among 340,000; activation, % at 11.4 µM; AID 504700; PKA-R2B holoenzyme dissociation, Cy5-IP20 fluorescence polarization; R2B truncated from residue 108, S112A mutant; 0% DMSO only, 100% 113 µM cGMP;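 active = activation above a cutoff set at the mean over all compounds plus 3 SD, cut at about 18% in these data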;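 note: higher means more holoenzyme dissociation and a rise in polarization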
# Target sequence (P31323 whole entry, looked up, other chains not shown, the tested form may be a part): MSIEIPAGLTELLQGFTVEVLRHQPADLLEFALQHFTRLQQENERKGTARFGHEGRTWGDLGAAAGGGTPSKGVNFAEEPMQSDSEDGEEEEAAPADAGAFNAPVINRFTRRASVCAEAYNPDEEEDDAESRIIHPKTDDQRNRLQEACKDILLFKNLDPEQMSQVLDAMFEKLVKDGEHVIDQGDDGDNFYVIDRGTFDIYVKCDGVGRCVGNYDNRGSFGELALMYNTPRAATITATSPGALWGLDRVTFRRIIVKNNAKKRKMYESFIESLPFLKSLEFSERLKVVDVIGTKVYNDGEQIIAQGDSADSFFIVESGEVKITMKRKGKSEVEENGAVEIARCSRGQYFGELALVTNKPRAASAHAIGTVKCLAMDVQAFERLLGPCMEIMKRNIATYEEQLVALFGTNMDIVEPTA
# phage Ecoli inh = E. coli growth loss with phage present. growth absorbance. hit rate 0.26% among 360,000. AID 651602. inhibition, % at 11.9 µM; in the data active = inhibition above about 11%
# SUMO Mot1 rescue = inhibitors of SUMOylation pathway: yeast Mot1-301 growth rescue; hit rate 1% among 320,000; growth rescue, % at 18.8 µM; S. cerevisiae Mot1-301 growth rescue, ATP luminescence, 38.5C; percent above DMSO median, 100 means doubled; AID 2716;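 active = every valid replicate shows activation above 250% relative to neutral control wells; inactive = the rest, any valid replicate at or below 250%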;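 note: OY570 slx delta 5 strain wells were the positive control but not used for scaling; some compounds called inactive have numbers as strong as hits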
# PKA-R1A act = activates the PKA-R1A holoenzyme complex | P00514+P68181 | PKA-R1A dissociation, Cy5-IP20 fluorescence polarization; scaled: DMSO 0%, 113 µM cGMP 100% | activation, % at 11.4 µM | hit rate 0.083% among 340,000 | AID 504707;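 active = percent activation above the mean of all tested compounds plus 3 SD, cut at about 19% in these data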;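 note: higher means more PKAc released from R1A so a rise in polarization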
# E coli growth = bacterial growth inhibition, counter-screen for AddAB inhibitors | hit rate 0.27% among 330,000 | E. coli V3065 growth, OD600 absorbance, 18 h | inhibition, % at 11.9 µM | AID 449728;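 active = inhibition above the campaign's mean inhibition across all tested compounds plus 3 SD, cut at about 9.9% in these data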;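 note: uninfected addAB+ strain grown without phage in ampicillin broth; 0% = DMSO wells and 100% = ciprofloxacin 0.95 µg/ml wells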
# AddAB inh = less growth of phage-infected E. coli with AddAB. E. coli expressing H. pylori AddAB, absorbance growth. inhibition, % at 11.9 µM. hit rate 0.29% among 330,000; in the data active = inhibition above about 12%;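 note: 0% = vehicle wells of infected cells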
# PfHsp90 yeast 2 = inhibits growth of yeast expressing Plasmodium falciparum Hsp90. S. cerevisiae expressing PfHsp90, BacTiter-Glo ATP, 48 h; yeast lacking PDR1 and PDR3 efflux regulators. inhibition, % at 9.4 µM. hit rate 0.32% among 310,000;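 active = every replicate shows inhibition above about 80%, whatever the replicate mean, limit read from the data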;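 note: 0% = DMSO neutral controls and 100% = 20 µM radicicol positive controls; yeast relying on Plasmodium falciparum Hsp90 in place of its own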
# Starred values were filed as active, the others as inactive; x = no result given.
# Sample of the layout (2 entries):
compound	HTR5A inv ctr	Tat transport	MOR-DOR inv ag	MOR-DOR ag	PKA-R2B act	phage Ecoli inh	SUMO Mot1 rescue	PKA-R1A act	E coli growth	AddAB inh	PfHsp90 yeast 2
CCOc1ccccc1N1CCN(C(=O)c2cccs2)CC1	-4	-2	13	-2.7	2	2.1	10	-8	0.8	2.2	0
Cc1cc(C(=O)Nc2cccc3c2O[C@@H](CN(C)S(C)(=O)=O)[C@H](C)CN([C@@H](C)CO)C3=O)n(C)n1	-2	-1	2	-0.3	-1	4.4	x	-3	0.1	6.0	11

# Results, from the first entry:
compound	HTR5A inv ctr	Tat transport	MOR-DOR inv ag	MOR-DOR ag	PKA-R2B act	phage Ecoli inh	SUMO Mot1 rescue	PKA-R1A act	E coli growth	AddAB inh	PfHsp90 yeast 2
CCOc1ccccc1N1CCN(C(=O)c2cccs2)CC1	-4	-2	13	-2.7	2	2.1	10	-8	0.8	2.2	0
Cc1cc(C(=O)Nc2cccc3c2O[C@@H](CN(C)S(C)(=O)=O)[C@H](C)CN([C@@H](C)CO)C3=O)n(C)n1	-2	-1	2	-0.3	-1	4.4	x	-3	0.1	6.0	11
COc1ccccc1NC(=O)Nc1ccc(S(=O)(=O)Nc2onc(C)c2C)cc1	-9	-3	9	-2.1	-4	3.3	-9	-4	-0.6	0.2	-10
CCCc1nnc(NC(=O)c2cccs2)s1	-3	-1	6	-1.1	7	0.8	8	-21	0.5	3.1	x
Nc1ccc(C(=O)O)cc1S(=O)(=O)O	-12	-2	17	-3.1	-4	3.2	4	-17	0.3	4.0	-7
COc1cc(NC(=O)c2cccs2)c(OC)cc1NC(=O)c1ccco1	6	-4	3	-0.6	1	2.8	4	-4	0.9	1.2	-9
COC(=O)c1ccccc1NC(=O)c1cn(-c2ccc(C)c(C)c2)c(=O)c2ccccc12	14	13	0	0.0	-3	3.1	-15	-2	-2.3	1.1	-14
O=C(Nc1ccccc1)Nc1nnc(-c2cccs2)s1	11	0	-40	7.9	-2	6.1	175	-6	3.1	3.4	-33
CCOC(=O)N1CCN(C(=O)c2ccc(C#CC3(O)CCCCC3)cc2)CC1	-2	-8	11	-1.8	9	-6.8	x	12	0.6	0.6	-8
Cc1cccc(C(C)C)c1NC(=O)CN(C)Cc1cccc(F)c1	16	2	7	-1.1	3	3.3	2	-2	0.1	1.4	-11
CC(OC(=O)CCC(=O)c1ccccc1)C(=O)Nc1ccc(F)cc1 (stereo unspecified)	-15	-1	6	-0.9	2	4.0	470	0	-1.0	2.9	-9
CC(=O)Nc1ccccc1C(=O)C(=O)Nc1cccc(C(=O)NC2CC2)c1	12	0	2	-0.4	-8	4.4	-12	3	0.2	4.3	-6
COc1ccc(C=O)cc1COc1ccc2c(c1)OCO2	-6	-2	8	-1.3	-8	3.4	x	-3	x	x	-5
O=C(COC(=O)c1ccc(CNS(=O)(=O)c2ccc(F)c(Cl)c2)cc1)NC1CCCCCCC1	-35	5	-7	1.5	9	0.8	31	2	-1.7	0.7	-16
CCCCSc1nc(O)c(Cc2ccccc2)c(=O)[nH]1	9	-5	4	-0.8	-1	3.9	-15	-13	-0.7	2.1	53
Cc1cc(NC(=O)CSc2ccc3nnc(-c4cccnc4)n3n2)no1	5	-6	11	-2.2	-5	3.1	-9	-3	-0.3	-1.6	-1
Cc1ccc(C2=Nc3ccccc3N(C(=O)c3ccccc3)C(C)C2)cc1 (stereo unspecified)	-9	-3	-18	3.3	-8	0.9	-9	8	0.2	4.8	24
O=C(Nc1ncc(Br)s1)C(Cc1ccccc1)n1cccc1 (stereo unspecified)	-11	19	-47	8.0	-3	1.8	14	-18	2.6	1.3	40
COc1ccc(NC(=O)CN(C)C(=O)c2cccc(-n3cccc3)c2)cc1	11	8	24	-4.7	-13	1.6	2	-12	0.7	-2.0	-7
Cc1c(NS(C)(=O)=O)cccc1-c1nc2cccnc2s1	4	2	5	-0.9	-2	3.2	4	-6	0.5	1.0	1
CCCNC(=O)Nc1cccc(C(=O)OC)c1	0	-8	15	-2.9	6	0.5	7	2	-2.6	4.1	21
COc1ccc(C(C)=O)cc1COC(=O)CNC(=O)c1ccccc1F	15	4	19	-3.2	-2	4.5	20	-7	2.2	1.9	16
CCn1c(SCC(=O)c2ccc(Cl)cc2)nnc1-c1cccs1	-6	6	7	-1.3	2	7.5	-37	-2	1.4	5.2	-25
O=P(OC1CCS(=O)(=O)C1)(c1ccccc1)c1ccccc1 (stereo unspecified)	-8	5	17	-3.2	-3	1.7	14	-1	-2.0	1.4	x
COc1ccc(NC(=O)c2ccc(-c3nn(C)c(=O)c4ccccc34)cc2)cc1	-5	5	-3	0.5	5	0.3	106	-5	2.8	0.7	-4
CCC1=NN2C(=N)/C(=C/c3ccc(OS(=O)(=O)c4ccccc4)c(OC)c3)C(=O)N=C2S1	0	1	4	-0.7	-1	0.0	92	5	-1.7	3.4	20
Cc1sc2nc(C)n(/N=C/c3ccc(O)cc3O)c(=O)c2c1C	-21	-8	2	-0.5	6	3.2	15	0	2.5	-0.6	5
O=C(Nc1nccc(-c2cccs2)n1)c1cccs1	1	-10	11	-2.2	9	1.0	58	-3	0.7	3.6	-17
O=C(CCN1C(=O)COc2ccccc21)NCCCN1CCN(c2ccccc2F)CC1	-11	-6	11	-1.9	-11	0.4	11	7	0.2	1.9	5
CC1CC(=O)c2ccccc2C1C (stereo unspecified)	-8	0	6	-1.2	-6	2.1	x	-6	x	x	1
O=C(O)CCc1ccc(-c2ccc(Br)cc2)n1Cc1ccco1	16	-5	6	-1.1	-10	0.6	-19	-3	-0.9	1.9	-3
CCN(CC)c1ccc(NS(=O)(=O)c2ccc(-c3ccc(=O)[nH]n3)o2)c(C)c1	10	-10	-17	3.4	-11	1.6	-12	-6	0.1	1.7	3
Clc1ccc(OCc2nnc(-c3ccccc3Br)o2)cc1	-14	1	8	-1.6	7	2.4	6	-6	-0.4	4.9	x
O=C(CCC(=O)Nc1ccc(F)cc1)N/N=C/c1ccc(Br)cc1	4	1	9	-2.1	0	-0.3	6	1	-0.8	-0.5	10
C=CCNC(=O)/C(=C/c1ccc(Br)cc1)NC(=O)c1ccccc1OC	-1	-13	1	-0.2	-13	4.9	-3	-7	4.4	4.4	-16
N/C(=N\OC(=O)N1CCOCC1)c1ccc(Cl)cc1	3	-4	11	-2.4	-19	6.1	-11	2	3.1	4.6	-4
CCOc1ccc(NS(=O)(=O)c2ccc(NC(=S)NC(C)=O)cc2)cc1	5	-13	15	-2.7	5	4.9	4	-10	-2.8	-0.3	0
O=C(/C=C/c1cccc([N+](=O)[O-])c1)NCC1CCCO1 (stereo unspecified)	8	-1	15	-2.6	1	1.4	12	7	1.6	3.3	x
Cc1ccc2cccc(Oc3nnnn3-c3ccccc3)c2n1	-9	6	-7	1.4	-4	2.5	-14	-12	-1.4	0.1	x
C[C@H](CO)N1C[C@H](C)[C@@H](CN(C)Cc2ccc(-c3ccccc3)cc2)Oc2c(NS(=O)(=O)c3ccc(F)cc3)cccc2C1=O	14	13	6	-1.1	-4	1.2	7	-1	-1.1	-0.7	-25
C/C(=C(\C#N)C(=O)NCCN1CCOCC1)N(C)C	-5	-17	-13	2.2	0	5.4	10	-11	-1.6	-1.4	x
O=C(NCc1ccccc1)c1ccc2nc(N3CCOCC3)sc2c1	3	14	15	-2.9	-16	2.0	-4	-4	-0.3	1.5	1
Cc1c(C(=O)Nc2ccccc2)oc2c1C(=O)CC(C)(C)C2	7	-16	17	-3.0	-11	3.0	-4	2	-0.6	0.6	x
Cc1ncc([N+](=O)[O-])n1CC(=O)NC1CCCCC1	-37	2	5	-0.9	-5	2.9	-22	-1	-1.0	3.7	-1
CC(C)C[C@@H](CN1CCCC1CN1C(=S)NC[C@@H]1Cc1ccc(O)cc1)N1C[C@H](Cc2ccc(O)cc2)N(CCc2ccccc2)C1=S (stereo partly specified)	-1	-3	-22	4.6	-11	6.2	x	2	x	x	8
Cc1ccc(S(=O)(=O)N(C(=O)c2ccncc2)c2ccc3oc4c(c3c2)CCCC4)cc1[N+](=O)[O-]	-3	4	-12	2.3	-20	2.8	20	-7	0.3	1.2	-25
COc1ccc(NC(=O)CCN2C(=O)NC3(CCCC3)C2=O)cc1Cl	4	-2	-2	0.6	-5	1.5	0	7	-0.3	1.8	0
NS(=O)(=O)c1ccc(NC(=O)/C=C/c2cccs2)cc1	-14	-3	9	-1.7	0	2.1	-14	1	2.1	3.3	17
CCOC(=O)Cn1c(=N)n(CCOc2ccc3ccccc3c2)c2ccccc21	-14	3	-63	11	-7	3.5	-11	0	0.9	3.6	-6
COc1ccc(-n2c(SCc3cn4c(C)cccc4n3)nc3ccccc3c2=O)cc1OC	13	5	15	-3.3	17	4.3	-1	-6	0.3	3.4	-25
Cc1cc(Cn2nnc(-c3ccc(Br)cc3)n2)cc(C)c1O	-22	1	-6	1.5	-3	1.8	112	1	2.6	2.3	6
CCC(C)[C@H](NC(=O)C1CC(=O)N(c2ccc3c(c2)OCO3)C1)C(=O)NC1CCCCC1 (stereo partly specified)	-16	-2	-1	0.2	-2	-0.1	-21	-1	-0.2	0.2	18
Cn1sc(NC(=O)c2cccc(Cl)c2)nc1=O	-3	-1	4	-0.8	1	5.9	16	7	3.0	0.8	-8
Fc1ccc(CNC(=S)NCc2ccc(F)cc2)cc1	-31	8	-9	1.8	-3	3.5	-1	-6	-1.8	-0.4	11
Cc1ccc(SCC(=O)NC(=O)Nc2ccc3c(c2)OCCO3)c(C)c1	-2	1	9	-1.5	-14	2.8	-6	6	-0.8	2.0	-6
CCc1nc(SCc2ccccc2)n[nH]1	-5	1	2	-0.4	1	-0.3	-8	4	-0.8	1.5	-11

# New compounds follow:
compound	HTR5A inv ctr	Tat transport	MOR-DOR inv ag	MOR-DOR ag	PKA-R2B act	phage Ecoli inh	SUMO Mot1 rescue	PKA-R1A act	E coli growth	AddAB inh	PfHsp90 yeast 2
COc1ccc(-c2nnn(CC(=O)N(Cc3ccc(F)cc3)C(C(=O)NC3CCCC3)c3ccc(F)cc3)n2)cc1 (stereo unspecified)	-29	8	-10	1.8	-4	0.5	4	6	0.3	2.7	-16
CCCc1nc2ccccc2c(=O)n1NC(=O)c1c(O)c2ccccc2[nH]c1=O	26	-6	-5	0.9	-2	1.3	53	9	0.6	-1.9	x
C[C@H]1O[C@H](O[C@H]2[C@H](O[C@@H]3CC[C@@]4(C)C(CC[C@]5(C)C4CC=C4[C@@H]6CC(C)(C)CC[C@]6(C(=O)O[C@@H]6O[C@H](CO)[C@@H](O)[C@H](O)[C@H]6O)CC[C@]45C)C3(C)C)O[C@H](C(=O)O)[C@@H](O)[C@@H]2O)[C@@H](O)[C@@H](O)[C@@H]1O (stereo partly specified)	-34	9	14	-2.8	-18	1.6	-7	7	-0.2	4.4	15
CCOC(=O)C1CCCN(C2=NC(=O)/C(=C/c3ccc(N(C)C)cc3)S2)C1 (stereo unspecified)	6	3	12	-2.7	-6	-1.5	-2	-5	-0.2	-0.6	-21
